# Source: PubChem (several laboratories)
# Mtb BioA inh: M. tuberculosis BioA enzyme inhibitors, primary screen, biochemical, plate reader, single point, HTS; inhibition, % at 9.99 µM; 360,000 compounds, 0.096% hits; purified M. tuberculosis BioA enzyme; 7,8-diaminopelargonic acid synthase BioA (Mycobacterium tuberculosis); AID 602481, 2012; in the data active = inhibition above about 40%
# BH1578 lux ind: inducers of Vibrio cholerae quorum light production without autoinducers, primary screen, BH1578 luxS cqsA deficient, single point; V. cholerae BH1578 lux reporter, luminescence, 6 h; activation, % at 18.7 µM; 350,000 compounds, 0.16% hits; AID 588436, 2011; in the data active = activation mostly above about 9.7%, no sharp cut-off; also: not every result past the cut was called active; inactives centre near 0; reference of the scale not given here
# FBA Mtb inh: Mtb FBA enzyme inhibitors, primary screen, biochemical, fluorescence, strain H37Rv. inhibition, % at 1 µM. purified M. tuberculosis FBA, fluorescence read-out. 360,000 compounds, 2.3% hits; in the data active = inhibition above about 27%;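 also: 0% = vehicle and 100% = reference inhibitor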
# GDH-TPI inh: GDH-TPI coupling enzyme inhibitors, primary screen, artefact control for M. tuberculosis FBA inhibitor project, biochemical, absorbance, full deck; GDH-TPI coupled enzyme counterscreen, NADH absorbance; inhibition, % at 4.8 µM; 360,000 compounds, 1.2% hits; AID 588335, 2011; in the data active = inhibition above about 30%;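 also: 0% = DMSO wells and 100% = wells lacking the enzyme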
# DUSP3 inh: VHR1 phosphatase inhibitors, primary screen, biochemical, absorbance, uHTS | inhibition, % at 13.3 µM | 290,000 compounds, 0.52% hits | Dual specificity protein phosphatase 3 (Homo sapiens), P51452 | AID 1654, 2009 | recombinant VHR phosphatase, pNPP absorbance; in the data active = inhibition above about 50%; also: some compounds called inactive have numbers as strong as hits
# Target sequence (P51452 whole entry, looked up): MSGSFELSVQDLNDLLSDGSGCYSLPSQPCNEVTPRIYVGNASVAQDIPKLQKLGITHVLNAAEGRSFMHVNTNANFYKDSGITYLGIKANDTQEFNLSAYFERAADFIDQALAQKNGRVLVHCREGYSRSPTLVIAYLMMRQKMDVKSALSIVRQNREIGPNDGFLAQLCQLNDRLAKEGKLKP
# MazF activator: activators of E. coli MazEF toxin-antitoxin RNase, primary screen, biochemical, fluorescence, uHTS; AID 504720, 2011; activation, % at 20 µM; Endoribonuclease toxin MazF (Escherichia coli (strain K12)), P0AE70; FAM/BHQ RNA-DNA oligo cleavage fluorescence, 5 h; 350,000 compounds, 0.32% hits; in the data active = activation above about 50%
# PriA SSB inh: inhibitors of Klebsiella pneumoniae PriA binding to SSB C-terminal tail, primary screen, biochemical, AlphaScreen; PriA–SSB C-terminal tail interaction (Klebsiella pneumoniae); AlphaScreen SSBct-PriA binding, biotinylated peptide; inhibition, % at 33 µM; 430,000 compounds, 0.6% hits; AID 1272365, 2023; in the data active = inhibition mostly above about 37%, no sharp cut-off; inactive = mostly below about 20%;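 also: plate controls were negative control peptide for no effect and reference peptide for full effect; strong numbers were not always called active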
# SARS 3CLpro inh: SARS-CoV 3CLpro protease inhibitors, primary screen, biochemical, quenched FRET; 290,000 compounds, 0.14% hits; recombinant SARS-CoV 3CLpro, quenched FRET peptide cleavage; inhibition, % at 6 µM; Replicase polyprotein 1ab (Severe acute respiratory syndrome coronavirus), P0C6X7; in the data active = inhibition above about 12%
# Rv3671c inh: Rv3671c serine protease inhibitors, primary screen, biochemical, fluorescence polarization, M. tuberculosis H37Rv; P9WHR9; inhibition, % at 5.96 µM; 320,000 compounds, 0.048% hits; AID 2606, 2010; in the data active = inhibition above about 38%;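 also: extracellular domain of Rv3671c used as enzyme; 0% = enzyme with DMSO and 100% = no enzyme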
# Target sequence (P9WHR9 whole entry, looked up, the tested form may be a part): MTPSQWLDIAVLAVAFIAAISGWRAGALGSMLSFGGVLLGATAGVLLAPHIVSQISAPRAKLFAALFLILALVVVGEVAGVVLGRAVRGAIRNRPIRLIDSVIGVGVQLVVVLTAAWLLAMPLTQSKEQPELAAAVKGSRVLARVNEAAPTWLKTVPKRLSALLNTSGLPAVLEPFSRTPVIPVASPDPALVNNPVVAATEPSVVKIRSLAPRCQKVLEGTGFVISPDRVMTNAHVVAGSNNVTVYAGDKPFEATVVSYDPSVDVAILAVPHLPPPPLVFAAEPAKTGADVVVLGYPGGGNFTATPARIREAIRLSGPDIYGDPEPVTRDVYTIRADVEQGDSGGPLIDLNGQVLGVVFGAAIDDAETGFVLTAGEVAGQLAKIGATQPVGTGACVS
# UGM FP inh: M. tuberculosis UGM enzyme inhibitors, primary screen, biochemical, fluorescence polarization, single point; AID 504406, 2011; inhibition, % at 10 µM; purified UGM, fluorescence polarization probe displacement; 320,000 compounds, 0.06% hits; UDP-galactopyranose mutase (Mycobacterium tuberculosis (strain ATCC 25618 / H37Rv)), …; in the data active = inhibition above about 10%, passing the limit was not always enough
# Target sequence (P9WIQ1 whole entry, looked up): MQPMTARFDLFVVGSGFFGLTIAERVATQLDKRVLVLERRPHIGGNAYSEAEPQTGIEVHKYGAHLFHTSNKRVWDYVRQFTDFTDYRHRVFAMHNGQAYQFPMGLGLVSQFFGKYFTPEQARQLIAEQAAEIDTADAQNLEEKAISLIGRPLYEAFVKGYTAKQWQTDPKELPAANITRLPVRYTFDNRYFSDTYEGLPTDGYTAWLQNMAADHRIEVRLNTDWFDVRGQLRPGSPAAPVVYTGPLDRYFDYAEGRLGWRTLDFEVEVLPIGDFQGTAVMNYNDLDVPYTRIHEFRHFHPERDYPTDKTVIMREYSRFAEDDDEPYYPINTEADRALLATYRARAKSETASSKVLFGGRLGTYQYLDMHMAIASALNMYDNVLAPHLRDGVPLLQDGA
# * marks the source's active call; other numbers are inactive results; i = inactive; / = not tested or not shown. Not all compounds are listed (hit frequency here may not be typical).
SMILES,Mtb BioA inh,BH1578 lux ind,FBA Mtb inh,GDH-TPI inh,DUSP3 inh,MazF activator,PriA SSB inh,SARS 3CLpro inh,Rv3671c inh,UGM FP inh
CCOC(=O)C1(Cc2cccc(OC)c2)CCN(CC=C(C)C)CC1,-0.8,i,0.0,-5.2,25.1,11.0,-6.3,1.2,-0.5,0.9
O=C(C[C@@H]1C/C=C/CCCC(=O)O[C@H](c2ccccc2)CNC1=O)NCCO,0.4,-1.2,2.0,4.5,/,-1.9,-10.8,/,1.8,4.5
O=C(NC1CCCC1)C1CC(=O)N(c2ccc(F)cc2)C1 (centres undefined),-0.1,-0.1,-3.1,-10.7,11.8,2.3,-7.0,0.2,-4.1,0.9
C=CCN(C(=O)CSc1nnnn1C)c1nc(-c2ccccc2)cs1,-3.9,-19.3,-0.3,6.3,/,16.8,-9.0,/,/,/
Cc1cc(=O)oc2cc(OCC(=O)OCC(=O)Nc3c(C)n(C)n(-c4ccccc4)c3=O)ccc12,/,-0.6,2.8,-1.0,21.7,-8.4,-2.2,0.5,3.9,0.3
COc1cc(NC(=O)c2ccc(COCC(F)(F)F)o2)cc(OC)c1OC,0.1,-0.4,-2.2,-0.8,-16.7,10.8,-20.4,-4.8,5.3,1.5
CC(NC(=O)c1cn(C)c2ccc(S(=O)(=O)N3CCCC3)cc2c1=O)c1ccc2c(c1)OCCO2 (centres undefined),-1.6,i,1.5,6.3,19.7,3.5,3.8,0.0,-8.2,1.8
O=C(CCc1nnc(C2(c3ccc(Cl)cc3)CCC2)o1)NC1CC1,/,i,5.9,-6.4,18.5,9.4,-14.8,-1.9,-3.8,2.1
O=C(C[C@H]1C/C=C\C[C@@H](Cc2ccc(F)cc2)C(=O)OC[C@@H]2CCCN2C1=O)NCCO,-0.8,i,2.2,-16.6,/,-1.5,/,/,2.3,-0.4
CCOc1ccc(-n2c(SCC(=O)Nc3ccc(Br)cc3)nc3n[nH]c(C)c3c2=N)cc1,/,0.2,2.8,13.9,8.5,8.4,-23.9,4.3,-23.9,3.7
CC(=O)NCCNC(=O)C1(C)Cc2c(-c3cccc(C(N)=O)c3)ccnc2O1 (centres undefined),10.2,i,1.8,0.5,/,/,/,/,/,/
COc1ncnc2c1cnn2-c1ccccc1,-2.1,i,4.1,-3.7,3.6,-6.1,-14.3,0.5,-5.4,4.7
Cc1c(S(=O)(=O)N2CCN(c3cccc(Cl)c3)CC2)c(=O)n(C)c(=O)n1C,0.0,i,-0.4,9.1,14.5,5.6,-7.7,-2.7,5.2,-1.9
Cn1c(CNC(=O)CCNC(=O)c2ccccc2F)cc(=O)n(C)c1=O,0.0,i,-2.2,1.7,7.3,9.2,-13.0,-0.3,1.1,-4.6
CCCc1nnc(SCC(=O)Nc2ccc(OCC)cc2)n1N,-0.1,/,0.5,-2.5,22.3,-9.1,-10.4,-6.4,3.5,1.9
C=CCc1ccc(OCCn2cncn2)c(OC)c1,1.0,-0.8,-0.6,-5.6,12.1,4.4,-9.4,0.9,7.2,-4.9
Cc1cccc2cc(COC(=O)c3cccs3)c(=O)[nH]c12,-0.9,3.1,2.8,9.8,-4.5,5.0,-10.7,5.4,-1.7,-1.4
OC(c1ccccc1)C(NCCNCc1ccccc1)c1ccccc1 (centres undefined),-2.0,i,-2.7,1.8,/,10.9,1.0,/,/,/
O=C(Nc1ccc(F)cc1)c1cc(-c2ccccc2)no1,/,-0.4,1.9,-2.6,9.6,7.3,-5.0,5.3,8.4,-1.8
COc1ccc(CCNC(=O)COC(=O)c2cccs2)cc1OC,2.2,-0.3,2.8,6.0,15.3,7.5,-0.8,-7.9,-9.4,-0.5
Cc1nnc(NC2=NCCC2)o1,-4.1,-5.6,-0.9,1.9,-7.1,-2.5,-11.4,1.5,-1.6,-0.1
O=C(CCc1nnc(COc2ccccc2)o1)NCCc1cccs1,/,-0.5,-3.5,6.2,21.9,-0.4,-10.7,4.0,-4.4,0.9
Cc1cc(C)nc(NC(=O)c2ccc(COc3ccccc3Cl)cc2)c1,-0.4,i,-1.0,-3.8,20.4,-9.7,-28.4,4.1,-40.8,-0.8
Cc1ccccc1OCC(=O)Nc1ccc(S(=O)(=O)N2CCOCC2)cc1,1.1,-0.4,-0.8,-5.2,6.8,2.9,-16.6,-2.8,/,/
Cc1cc(C(=O)CSc2nc(N)cc(=O)[nH]2)c(C)n1CCc1ccc(F)cc1,/,-0.7,1.3,6.8,22.4,4.6,-2.7,-4.1,-10.1,2.5
COc1cc(F)ccc1-c1cc(C(=O)NCc2cccs2)[nH]n1,0.3,-0.4,-0.7,3.6,/,/,/,/,/,/
CSc1ncc(Cl)c(C(=O)Nc2ccc(S(=O)(=O)Nc3nccc(C)n3)cc2)n1,-0.8,i,-0.5,6.0,-3.0,-9.9,-5.0,3.5,-3.8,-1.8
O=C(Nc1ccccc1Cl)Oc1ccc2ccccc2c1,/,/,/,/,7.4,/,/,-1.0,-4.6,0.8
CS(=O)(=O)c1ccc(-c2nnc(NC(=O)c3ccc(S(=O)(=O)N4CCCC4)cc3)o2)cc1,-0.4,i,-1.1,12.3,/,-1.1,-5.6,/,6.0,0.2
CCOC(=O)c1ccc(NC(=S)N2CCN(Cc3ccccc3)CC2)cc1,1.0,-5.1,3.3,2.6,38.4,-0.5,9.8,-0.2,-7.1,1.2

# Fetched by compound from above:
SMILES,Mtb BioA inh,BH1578 lux ind,FBA Mtb inh,GDH-TPI inh,DUSP3 inh,MazF activator,PriA SSB inh,SARS 3CLpro inh,Rv3671c inh,UGM FP inh
CC(NC(=O)c1cn(C)c2ccc(S(=O)(=O)N3CCCC3)cc2c1=O)c1ccc2c(c1)OCCO2 (centres undefined),-1.6,i,1.5,6.3,19.7,3.5,3.8,0.0,-8.2,1.8
CS(=O)(=O)c1ccc(-c2nnc(NC(=O)c3ccc(S(=O)(=O)N4CCCC4)cc3)o2)cc1,-0.4,i,-1.1,12.3,/,-1.1,-5.6,/,6.0,0.2
O=C(CCc1nnc(COc2ccccc2)o1)NCCc1cccs1,/,-0.5,-3.5,6.2,21.9,-0.4,-10.7,4.0,-4.4,0.9
O=C(C[C@@H]1C/C=C/CCCC(=O)O[C@H](c2ccccc2)CNC1=O)NCCO,0.4,-1.2,2.0,4.5,/,-1.9,-10.8,/,1.8,4.5
COc1ncnc2c1cnn2-c1ccccc1,-2.1,i,4.1,-3.7,3.6,-6.1,-14.3,0.5,-5.4,4.7

# (continued)
SMILES,Mtb BioA inh,BH1578 lux ind,FBA Mtb inh,GDH-TPI inh,DUSP3 inh,MazF activator,PriA SSB inh,SARS 3CLpro inh,Rv3671c inh,UGM FP inh
C#CCOCCOCCOCCNc1nc(N2CCOCC2)nc(N2CCN(C(=O)[C@H]([C@@H](C)CC)n3cc([C@@H](N)Cc4ccc(O)cc4)nn3)CC2)n1,-3.2,1.7,-1.6,7.7,25.6,9.9,12.7,-1.2,-4.0,2.3
CSc1cccc(N2C(=O)C3CCCN3C2=S)c1 (centres undefined),0.5,i,-2.9,-3.8,5.2,-7.3,-9.5,1.2,-4.3,-1.2
CC1CC(NC(=O)c2cc3c(=O)n4ccccc4nc3n2C)CC(C)(C)C1 (centres undefined),-0.5,-0.2,72.4*,7.4,-13.6,6.2,-2.6,1.5,2.1,1.2
Cc1ccc(C)c2c1cc(C)c1nnc(SCC(=O)NCc3ccc4c(c3)OCO4)n12,/,-0.3,-3.3,3.4,6.8,6.0,-9.2,-0.5,-16.9,4.1
COc1cc2c(C(=O)N3CCOCC3)c(CSc3ccccc3)n(C)c2cc1Br,/,-0.3,7.6,6.0,8.2,-0.5,3.2,1.6,-7.0,0.0
CCCNC(=O)C1(C)CCCN(Cc2cccc(Oc3ccccc3)c2)C1 (centres undefined),-0.1,-0.7,-2.5,5.8,/,/,/,/,/,/
CCOC(=O)C1CCN(CC(=O)Nc2c(C(=O)OC)[nH]c3ccc(Cl)cc23)CC1,-1.5,-0.4,5.1,24.4,2.3,-3.2,4.1,-2.4,4.9,1.1
NS(=O)(=O)c1ccc(CCNC(=O)c2cc([N+](=O)[O-])ccc2N2CCCCC2)cc1,1.6,-10.0,-3.7,6.0,13.8,2.8,-2.0,-3.7,-5.0,0.5
COc1cccc(-c2ccc(=O)n(CC(=O)NCCN3CCOCC3)n2)c1,/,i,-0.5,6.4,-13.7,-6.7,-3.5,-3.8,-1.4,4.4
Cc1cccc(CN(C)C[C@@H]2OCc3cnnn3CCCC(=O)N([C@H](C)CO)C[C@H]2C)c1,-0.8,-0.5,-3.1,-3.3,/,0.6,/,/,/,/
CC(=Nc1cc(C(=O)c2ccccc2)ccc1N)C1=C(O)CC(C)(C)CC1=O,/,-0.2,2.3,-5.7,19.9,4.4,-13.3,1.1,-5.4,1.4
Cc1c(C(=O)N2CCN(C)CC2)oc2ccc(S(=O)(=O)N3CCOCC3)cc12,-1.9,i,1.5,2.1,-4.0,5.3,-21.8,1.4,-2.4,-2.4
O=C(CCCCCNc1nc(=S)[nH]c2ccccc12)NCCc1ccccc1,/,-0.3,0.5,9.6,7.8,-5.2,3.6,2.9,-0.3,2.2
CC(C)(C)N(Cc1ccccc1)C(=O)COC(=O)Cn1[nH]c(=O)c2ccccc2c1=O,0.6,i,1.6,8.8,/,1.6,/,/,/,/
CCc1sc(C(=O)Nc2ccc(NC(C)=O)cc2)cc1C,/,-0.4,27.1*,2.3,27.0,4.3,-2.8,-1.2,1.3,2.0
C#CC[N+](CC)(CC)CC#Cc1cccc(Cl)c1,1.7,/,1.1,0.0,48.7,1.7,-12.6,2.0,-1.1,-1.6
CC(=O)N1C(C(=O)O)CSC1c1ccc(C)cc1 (centres undefined),-2.4,i,0.2,1.0,37.7,3.5,-8.3,/,5.8,0.4
COc1ccccc1/C=C(/NC(=O)c1ccccc1)C(=O)NCCN1CCOCC1,/,-4.2,-3.1,7.6,8.0,-0.2,-2.5,3.9,-4.8,0.2
CN(CC(=O)Nc1c(Cl)cccc1Cl)C(=O)C1CSC2(C)CCC(=O)N12 (centres undefined),0.9,-0.8,-1.6,2.4,/,4.2,-1.9,/,1.7,0.5
O=C(O)CC(Sc1n[nH]c(=S)s1)C(=O)O (centres undefined),1.9,-0.4,-2.1,-3.4,22.8,2.5,-13.6,5.2,-9.1,0.7
COc1ccc(NC(=S)NCc2ccccn2)cc1OC,/,-0.3,-3.3,4.8,1.2,-0.4,-8.9,-1.8,10.1,-1.2
COc1cccc(/C=N/NC(=O)CC2C(=O)NN=C2C)c1O (centres undefined),-1.3,12.5,-2.2,-6.3,23.4,-3.9,/,-1.4,3.8,4.1
O=C(NNC1=Nc2cc([N+](=O)[O-])ccc2OC1)c1ccccc1Cl,-1.0,-0.3,-0.9,11.1,16.2,11.3,-4.9,0.2,-1.6,4.0
Cc1c(NC(=S)N/N=C/c2ccc(O)cc2)c(=O)n(-c2ccccc2)n1C,0.8,i,-3.9,26.1,17.8,-0.4,/,6.1,-8.5,2.6
CC(C)(C)OC(=O)NCCCC[C@H](NC(=O)c1nc[nH]c1C(=O)N1CCN(C(=O)OC(C)(C)C)CC1)C(=O)OC(C)(C)C,2.5,i,-1.5,-4.3,24.8,6.3,-3.0,-1.2,-4.2,-3.9
